E coli growth – E. coli V3065 growth inhibition, primary screen, counter-screen for AddAB inhibitor project, absorbance, OD600; inhibition, % at 11.9 µM; 18 h; hit rate 0.27% among 330,000;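 active means inhibition above the campaign's mean inhibition across all tested compounds plus 3 SD, cut at about 9.9% in these data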;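 further: uninfected addAB+ strain grown without phage in ampicillin broth; 0% = DMSO wells and 100% = ciprofloxacin 0.95 µg/ml wells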
SR-BI uptake up – activators of SR-BI mediated DiI-HDL uptake, primary screen, ldlA[mSR-BI] CHO cells, DiI fluorescence; activation, % at 12.5 µM; hit rate 0.096% among 320,000; 3 h; 100 = double the neutral-control signal;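 active means mean replicate activation of at least 60% and every replicate at or above 60%; inconclusive means mean or all-replicate condition met, but not both; inactive means mean below 60% and not all replicates reaching 60%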;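 further: 0% = median plate neutral-control signal and 100% = twice that signal; values of inactives mirror those of a sister screen read the other way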
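Material: SR-BI-overexpressing, LDLR-lacking CHO cells; schedule: compound exposure 3 h, 37 °C; reagent: DiI-labelled HDL at 10 µg/mL final; technique: bottom-read fluorescence, 550/595 nm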
AddAB inh – growth inhibition of E. coli expressing H. pylori AddAB, primary screen, AddAB inhibitor project, absorbance. inhibition, % at 11.9 µM. hit rate 0.29% among 330,000. AID 435030, 2010; in the data active means inhibition above about 12%;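 further: 0% = vehicle wells of infected cells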
phage Ecoli inh – growth loss of phage-infected E. coli, primary screen, RecBCD inhibitor project, absorbance, with phage, HTS | inhibition, % at 11.9 µM | hit rate 0.26% among 360,000; in the data active means inhibition above about 11%
CAL PDZ FP-1 – CAL PDZ peptide-binding inhibitors, primary screen, biochemical, fluorescence polarization, Cer-tagged CAL PDZ, HTS; purified CAL PDZ, TMR-peptide fluorescence polarization, 1 h; hit rate 0.02% among 330,000; AID 504414, 2011; inhibition, % at 20 µM;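 active means highest replicate inhibition of at least 40%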;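 further: plate controls were DMSO neutral control wells for no effect and unlabeled competitor peptide control wells for full effect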
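Material – purified CerCALP PDZ construct · Detection – FP readout, S and P plane fluorescence · Measure – percent inhibition from loss of millipolarization · Controls – unlabelled peptide for full inhibition, DMSO wells as neutral · Probe or stimulus – TMR-labelled reporter peptide T*-PRC34 bound in PDZ groove · Times – 1 h at RT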
Wnt bcat act – Wnt/beta-catenin pathway activators, primary screen, cell-based, plate reader, single point | activation, % at 9.35 µM | hit rate 1.2% among 300,000 | Wnt/beta-catenin reporter cell assay, activator; in the data active means activation above about 30%, passing the limit was not always enough; inconclusive means no clear call, values can overlap the other calls;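 further: 0% = neutral control wells and 100% = positive control wells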
MITF act – activators of MITF-driven TRPM1 promoter reporter, primary screen, cell-based, SK-MEL-5, luciferase, single point. SK-MEL-5 TRPM1-promoter luciferase, 24 h; % of positive control, neutral wells = 0. activation, % at 12.5 µM. hit rate 0.75% among 300,000. AID 588334, 2011;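 active means mean activation of at least 80% with every replicate also reaching 80%; inconclusive means mean reaches 80% but some replicate falls short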;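 further: 0% = neutral control wells and 100% = parthenolide positive control wells; values of inactives mirror those of a sister screen read the other way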
SR-BI DiI inh – inhibitors of SR-BI mediated HDL lipid uptake, primary screen, ldlA[mSR-BI] cells, fluorescence, single point; Scavenger receptor class B member 1 (Mus musculus), Q61009; ldlA[mSR-BI] CHO cells, DiI-HDL uptake fluorescence, 3 h; inhibition, % at 12.5 µM; hit rate 0.96% among 320,000; AID 488896, 2010;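 active means mean replicate inhibition of at least 70% and a set share of replicates each scoring 70 or more; inconclusive means meets just one of the two criteria; inactive means fails both criteria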;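 further: 0% = median of neutral control wells and 100% = median of positive control wells; values of inactives mirror those of a sister screen read the other way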
Target sequence (Q61009 whole entry, looked up): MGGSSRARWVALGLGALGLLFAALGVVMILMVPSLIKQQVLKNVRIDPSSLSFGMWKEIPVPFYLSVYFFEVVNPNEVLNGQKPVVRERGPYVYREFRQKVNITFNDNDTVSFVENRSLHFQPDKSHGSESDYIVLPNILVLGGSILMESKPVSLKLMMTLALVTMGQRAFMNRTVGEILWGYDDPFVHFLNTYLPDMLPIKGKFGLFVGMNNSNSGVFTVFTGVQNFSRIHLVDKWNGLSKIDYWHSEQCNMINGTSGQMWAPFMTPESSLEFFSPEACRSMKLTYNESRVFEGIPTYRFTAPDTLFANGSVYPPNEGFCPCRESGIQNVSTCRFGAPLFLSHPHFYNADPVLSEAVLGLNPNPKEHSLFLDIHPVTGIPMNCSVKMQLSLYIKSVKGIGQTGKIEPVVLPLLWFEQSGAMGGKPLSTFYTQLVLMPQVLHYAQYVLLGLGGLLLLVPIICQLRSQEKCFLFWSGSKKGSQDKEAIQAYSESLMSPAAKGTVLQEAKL
CAL PDZ FP-2 – untagged CAL PDZ binding inhibitors, primary screen, biochemical, fluorescence polarization, HTS. Golgi-associated PDZ and coiled-coil motif-containing protein (Homo sapiens), Q9HD26. purified CAL PDZ, TMR-peptide fluorescence polarization, 1 h. inhibition, % at 24.9 µM. hit rate 0.92% among 300,000. AID 602252, 2012;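 active means mean inhibition of at least 30% with at least half of replicates also reaching 30%; inconclusive means no clear call, values can overlap the other calls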;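 further: 0% = DMSO neutral control and 100% = excess unlabeled competitor peptide PRC23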
Tat export inh – E. coli Tat export inhibitors, primary screen, MC4100, TorA-mCherry reporter, fluorescence, single point | inhibition, % at 10 µM | hit rate 0.036% among 340,000 | AID 488895, 2010;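 active means mean replicate inhibition at least 50% and at least half of replicates individually reaching 50%; inconclusive means only one of the two criteria met; inactive means neither criterion met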;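 further: exported cargo escapes ClpAP degradation while cytoplasmic cargo is degraded and loses fluorescence; 0% = median of neutral control wells and 100% = median of NaSCN control wells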
* = called active by the depositor; ? = inconclusive; · = no result given.

SMILES	E coli growth	SR-BI uptake up	AddAB inh	phage Ecoli inh	CAL PDZ FP-1	Wnt bcat act	MITF act	SR-BI DiI inh	CAL PDZ FP-2	Tat export inh
O=C(CSc1nnc(CNC(=O)c2ccccc2F)o1)NCc1ccccc1	2.2	3	3.5	0.2	-1.4	-10	3	-3	-6	-8
COc1ccc(NC(=O)C(=O)NCCN2CCN(C(=O)c3ccc(C)cc3)CC2)cc1	-0.4	-37	2.6	1.1	-2.9	-5	2	37	13	-1
COCC(=O)N1CCN(c2nc3ccccc3o2)CC1	-1.9	·	1.9	3.1	-0.1	-1	10	·	4	-4
O=C(NNS(=O)(=O)c1ccc(F)cc1)c1cnccn1	0.3	-7	0.8	-0.3	-2.2	-1	-1	7	8	21
CN(C)CCC(=O)c1cccc(Br)c1	-1.4	3	1.3	3.5	-2.1	-1	4	-3	-9	-10
CC(=O)NCC(=O)N1CCCC(C(=O)c2ccc3c4c(cccc24)CC3)C1 (stereo not drawn)	-1.4	-11	0.0	0.7	-2.6	·	-15	11	-3	-3
Cc1nc2c(C(=O)N3CCOCC3)cnn2c(C)c1Cc1cccc(Cl)c1	2.0	·	2.2	2.6	·	8	·	·	·	·
COc1cccc(OC)c1OCCOc1ccccc1OC(C)C	0.6	-6	3.6	1.0	-0.3	·	7	6	·	-2
Cc1cc(S(=O)(=O)Nc2cc(C)c(O)c(C)c2)c(C)s1	3.0	-1	2.3	1.0	-2.4	·	0	1	·	-9
O=C(NC1CCN(Cc2ccccc2)CC1)c1ccc(N2CC3CC(C2)c2cccc(=O)n2C3)c([N+](=O)[O-])c1 (stereo not drawn)	-3.4	6	-2.5	0.6	-3.9	-1	5	-6	-4	-18
O=C(NC1CCCCC1)N1CCc2ccccc2C1	-0.8	-1	-1.3	3.1	-0.7	10	77	1	·	4
O=S1(=O)CCOCCCN1Cc1ccccc1	2.7	-6	4.2	1.6	0.0	-1	-3	11	-1	7
CCCn1c(SCC(=O)N(CC)c2c(N)n(Cc3ccccc3)c(=O)[nH]c2=O)nnc1-c1ccncc1	·	33	·	0.8	-0.1	3	-3	-33	·	5
COc1ccc(OC)c(NC(=O)c2cccc3c2C(=O)N(C2CCCCC2)C3)c1	-1.6	7	-1.9	1.6	-1.6	-3	11	-7	0	7
C=CC[C@@H](CC(=O)N[C@@H](CO)Cc1ccccc1)C(=O)N[C@@H](COC(=O)[C@@H](CC=C)CC(=O)OC(C)(C)C)Cc1c[nH]c2ccccc12	1.4	28	1.2	2.3	-5.6	-6	-12	-28	-6	4
O=C(CCCN1C(=O)/C(=C/c2cccs2)SC1=S)Nc1cccnc1	-3.2	-6	2.8	3.8	0.8	-3	5	6	4	5
CCN(Cc1ccccc1)S(=O)(=O)c1ccc(C(=O)N(CCCN(C)C)c2nc3c(C)c(C)ccc3s2)cc1	0.6	-29	1.3	8.6	-2.4	-23	5	29	0	32
COc1cc(/C=N/NC(=O)c2ccncc2)ccc1OCC(=O)Nc1ccc(C)c(C)c1	-2.6	·	0.9	2.5	-3.0	1	71	·	-7	1
Cc1cc(C)n(-c2cc(N3CCOCC3)nc(-c3ccccc3)n2)n1	0.0	-85	1.7	0.9	-1.4	-3	15	85*	-1	-3
Cc1ccc(NC(=O)CSC2=Nc3ccccc3C3CC=NN23)c(C)c1 (stereo not drawn)	-0.3	-19	0.8	1.9	-3.4	·	·	19	-2	4
CCn1cc(S(=O)(=O)c2ccc(OC)cc2)c(=O)c2cc(F)c(N3CCN(C)CC3)cc21	-4.2	29	1.6	0.7	0.4	-1	-9	-29	-2	-4
COc1ccccc1NC(=O)C1=C(C)Nc2nc(CCCO)nn2C1c1cccnc1 (stereo not drawn)	-2.6	-2	4.6	1.8	-1.0	0	-14	2	-3	0
COc1ccc(-c2cc3nc4c(c(=O)n3[nH]2)CCC4)cc1	-1.8	2	1.2	1.6	·	?	·	-2	-4	-5
CC(C)NC(=O)C(=O)NCCC1CCCCN1S(=O)(=O)c1cccs1 (stereo not drawn)	-0.4	9	2.9	0.7	0.5	0	11	-9	1	-3
Cc1nn(-c2ccccc2)c(C)c1NC(=O)COC(=O)CC(C)c1ccccc1 (stereo not drawn)	-0.8	-3	-1.2	2.4	-2.0	1	7	3	0	26
Next section.
SMILES	E coli growth	SR-BI uptake up	AddAB inh	phage Ecoli inh	CAL PDZ FP-1	Wnt bcat act	MITF act	SR-BI DiI inh	CAL PDZ FP-2	Tat export inh
O=C(c1ccc(S(=O)(=O)N2CCC(c3nc4ccccc4[nH]3)CC2)cc1)N1CCOCC1	1.1	4	3.0	0.6	-1.0	·	-9	-4	-4	1
CCOC(=O)C1=C(C)N=c2s/c(=C/c3ccc(OCC(=O)O)cc3)c(=O)n2C1c1ccc(SC)cc1 (stereo not drawn)	·	·	·	·	1.9	·	13	·	-4	6
Cc1ccc(NC2=NCC(=O)N2Cc2ccc3c(c2)OCO3)c(C)c1	0.1	9	0.9	2.0	-2.7	·	-7	-9	2	-5
CC1CCN(C(=O)CSc2nc(C(C)C)nc3c2c(=O)n(C)c(=O)n3C)CC1	-0.7	·	1.6	0.4	-1.2	1	-7	30	·	4
CCCCCCCCCCCCCCCC[N+](C)(C)CC	-1.6	13	-2.3	1.6	0.5	-22	-40	-13	1	13
CS(=O)(=O)N(CC(=O)Nc1cccnc1)c1ccc2c(c1)OCCO2	-1.4	15	2.0	2.5	-3.2	2	8	-15	-1	2
COCCNC(=O)CN(CCc1ccccc1)S(=O)(=O)c1ccc(Br)cc1	-0.9	14	0.9	-0.2	0.1	1	0	-14	-3	18
Cc1cc(/C=N/n2cnnc2)c(C)n1-c1ccc(Cl)cc1	-1.7	0	0.9	3.2	-0.1	-3	-12	0	-6	4
O=C(COC(=O)c1cc(F)c(F)cc1Cl)NC1CC1	-0.3	7	0.7	2.5	-0.3	-3	-8	-7	4	-5
CCC1CN(C)C2Cc3c([nH]c4ccccc34)C(=O)CC1C2C(=O)OC (stereo not drawn)	-0.8	5	1.2	1.9	1.1	-2	-10	-5	-6	3
CCC1CCCCN1C(=O)CSc1nnc(-c2ccco2)o1 (stereo not drawn)	-0.7	-76	0.0	0.2	-4.1	47*	47	76*	-1	4
Cc1ccc2c(c1)[C@H]1[C@H](CO2)[C@H](c2ccccc2)[C@]2(C)C(=O)Nc3ccc(F)cc3C(=O)N12	·	2	·	2.5	-1.2	-11	-1	-2	2	12
Fc1ccc(/C=N/Nc2nccnc2Cl)cc1	-2.2	15	5.1	-0.3	-0.5	12	·	-15	-6	-11
Cc1ccc2cc(CN(CCO)Cc3nnnn3Cc3ccc(F)cc3)c(=O)[nH]c2c1	1.0	30	3.3	1.4	-1.6	·	0	-30	1	-1
O=C(CC(SCc1ccco1)c1ccc(O)cc1)c1cccs1 (stereo not drawn)	1.1	-4	4.3	1.1	0.1	·	67	4	-1	0
Cc1cccc(OCc2n[nH]c(=S)n2C2CCCCC2)c1	0.4	3	-0.8	0.4	-3.1	-1	-6	-3	-1	13
Cc1ccc(OCCOCCOc2ccc(Br)cc2/C=N\NC(=O)c2ccncc2)cc1	-2.6	-16	0.4	3.8	-6.6	·	2	16	-4	4
CN(c1ccccc1)S(=O)(=O)c1ccc(C(=O)NCc2ccccn2)cc1	2.0	0	3.2	1.8	-3.4	-3	3	0	-4	2
O=C(CCN1CCN(C/C=C/c2ccccc2)CC1)Nc1cccc(F)c1	-1.2	-6	-1.3	2.7	-2.6	-1	-9	6	-2	11
COC(=O)c1sc(S(=O)(=O)NCCCN(C)C)c(C(=O)OC)c1C	0.1	-5	-0.3	1.8	0.5	0	-6	5	-5	-5
Cn1cccc1-c1nc2ccc(NC(=O)c3ccc([N+](=O)[O-])cc3)cc2[nH]1	-1.7	-87	1.4	-0.2	0.8	-4	34	87*	-6	-9
CN(C)C(=O)CCc1ccc2c3c([nH]c2c1)[C@]1(C)[C@@H](C(=O)N2CCOCC2)C[C@H](CC(=O)NCCC2=CCCCC2)C(=O)N1CC3	2.5	-37	0.2	3.2	-0.2	-1	14	37	-1	0
Cc1cc(C)cc(OCC(=O)OCC(=O)NC2CCCCCCC2)c1	-0.2	19	-1.2	0.5	-2.5	-3	-3	-19	9	14
O=C(NCc1ccccc1Cl)c1cnccc1C(F)(F)F	1.1	15	1.8	2.8	-1.3	-1	4	-15	0	3
COc1cccc(CNc2ccccn2)c1O	2.1	23	3.5	-0.4	-0.8	6	·	-23	1	0

In a second layout: entries from further up.
| structure | E coli growth | SR-BI uptake up | AddAB inh | phage Ecoli inh | CAL PDZ FP-1 | Wnt bcat act | MITF act | SR-BI DiI inh | CAL PDZ FP-2 | Tat export inh |
| --- | --- | --- | --- | --- | --- | --- | --- | --- | --- | --- |
| O=C(CSc1nnc(CNC(=O)c2ccccc2F)o1)NCc1ccccc1 | 2.2 | 3 | 3.5 | 0.2 | -1.4 | -10 | 3 | -3 | -6 | -8 |
| COc1ccc(NC(=O)C(=O)NCCN2CCN(C(=O)c3ccc(C)cc3)CC2)cc1 | -0.4 | -37 | 2.6 | 1.1 | -2.9 | -5 | 2 | 37 | 13 | -1 |
| COCC(=O)N1CCN(c2nc3ccccc3o2)CC1 | -1.9 | · | 1.9 | 3.1 | -0.1 | -1 | 10 | · | 4 | -4 |
| O=C(NNS(=O)(=O)c1ccc(F)cc1)c1cnccn1 | 0.3 | -7 | 0.8 | -0.3 | -2.2 | -1 | -1 | 7 | 8 | 21 |
| CN(C)CCC(=O)c1cccc(Br)c1 | -1.4 | 3 | 1.3 | 3.5 | -2.1 | -1 | 4 | -3 | -9 | -10 |
| CC(=O)NCC(=O)N1CCCC(C(=O)c2ccc3c4c(cccc24)CC3)C1 (stereo not drawn) | -1.4 | -11 | 0.0 | 0.7 | -2.6 | · | -15 | 11 | -3 | -3 |
| Cc1nc2c(C(=O)N3CCOCC3)cnn2c(C)c1Cc1cccc(Cl)c1 | 2.0 | · | 2.2 | 2.6 | · | 8 | · | · | · | · |
| COc1cccc(OC)c1OCCOc1ccccc1OC(C)C | 0.6 | -6 | 3.6 | 1.0 | -0.3 | · | 7 | 6 | · | -2 |
| Cc1cc(S(=O)(=O)Nc2cc(C)c(O)c(C)c2)c(C)s1 | 3.0 | -1 | 2.3 | 1.0 | -2.4 | · | 0 | 1 | · | -9 |
